Screens as filed in PubChem.
PG9 binder: binders of HIV-1 gp120 antibody PG9, primary screen, biochemical, TR-FRET; HIV-1 gp120 / PG9 antibody interaction; TR-FRET gp120-PG9 antibody binding; inhibition, % at 6.7 µM; hit rate 0.43% among 360,000; AID 624416, 2012; in the data active means inhibition above about 8.5%
SMARCA2 act: SMARCA2 (BRM) function activators, primary screen, cell-based, luminescence, high throughput | MG213 cells, MMTV-luciferase reporter, dexamethasone, overnight | activation, % at 9.1 µM | hit rate 1% among 370,000 | AID 652017, 2013; in the data active means activation above about 7.8%;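 further: 0% = vehicle wells and 100% = reference activator wells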
hcDAF12 agonist: H. contortus DAF-12 nuclear receptor activators, primary screen, cell-based, luminescence, HEK293, lit1-tk-luc reporter; activation, % at 6.8 µM; HEK293 hcDAF-12 lit1-tk-luc reporter; 0% DMSO, 100% Δ7-dafachronic acid; AID 652067, 2013; hit rate 1.4% among 370,000;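 active means activation above the mean of all tested compounds plus 3 SD, cut at about 5.5% in these data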;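 further: 100% = response to 3 µM Δ7-dafachronic acid high control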
GC-A act: GC-A stimulated cGMP production enhancers – HEK293 GC-A cells, cGMP TR-FRET, EC30 ANP, primary screen. 0% at EC30 ANP, 100% saturating ANP. activation, % at 10 µM. hit rate 0.14% among 370,000; in the data active means activation above about 40%
FXN GAA850 act: FXN promoter activators, primary screen, cell-based, luciferase luminescence, HEK293 lucGAA850; HEK293 lucGAA850 FXN promoter luciferase reporter, 24 h; percent of 10 µM SAHA response; hit rate 0.56% among 360,000; AID 540364, 2011; activation, % at 6 µM;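 active means activation above the average of all compounds screened plus 3 SD, cutoff fixed separately per campaign, cut at about 7.5% in these data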;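 further: 0% = DMSO wells and 100% = 10 µM SAHA wells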
ADAM17 inh: ADAM17 inhibitors, primary screen, biochemical, QFRET. hit rate 0.83% among 370,000. recombinant ADAM17, EDANS/DABCYL FRET peptide cleavage. inhibition, % at 6.95 µM. Disintegrin and metalloproteinase domain-containing protein 17 (Homo sapiens), P78536;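 active means inhibition above the mean of compounds lying between control limits plus 3 SD, set per campaign, cut at about 8.5% in these data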;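 further: 0% = DMSO-only wells as the low control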
ssDAF-12 act: S. stercoralis DAF-12 nuclear receptor activators, primary screen, cell-based, luminescence, HEK293, GRIP1 co-expression, lit1-tk-luc. Nuclear hormone receptor DAF-12 (Strongyloides stercoralis). HEK293 ssDAF-12/GRIP1 lit1-tk-luc reporter; % of 3 µM dafachronic acid response. activation, % at 6.8 µM. hit rate 1% among 370,000. AID 652126, 2013;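 active means activation above the mean over all tested compounds plus 3 SD, cut at about 0.9% in these data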;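 further: 0% = DMSO-only wells and 100% = 3 µM delta7-dafachronic acid wells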
DAX1 inh-1: DAX1 (NR0B1) inhibitors on StAR promoter, primary screen, cell-based, luminescence, SF-1 (NR5A1), full-length DAX-1; HEK293T StAR-luciferase reporter, SF-1/DAX-1 repression relief; inhibition, % at 6.8 µM; hit rate 1.1% among 370,000; AID 652010, 2013;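 active means inhibition above the mean over all tested compounds plus 3 SD, cut at about 3.6% in these data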;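 further: 0% = DAX-1 cells with DMSO and 100% = cells lacking DAX-1 with DMSO; higher inhibition means more luminescence from relief of DAX-1 repression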
DAX1 inh-2: DAX1 (NR0B1) inhibitors, primary screen, cell-based, HEK293, Gal4-DAX1, luciferase luminescence | Nuclear receptor subfamily 0 group B member 1 (Homo sapiens), P51843 | HEK293 Gal4-DAX1 luciferase reporter | inhibition, % at 6.75 µM | hit rate 0.99% among 340,000 | AID 504766, 2011;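 active means inhibition above the mean over all tested compounds plus 3 SD, cut at about 4.2% in these data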;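 further: 0% = DAX1-transfected cells with DMSO and 100% = empty-vector control cells with DMSO; inhibition shows as a rise in luminescence from relieved DAX1 repression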
Target sequence (P51843 207-470 limits assumed): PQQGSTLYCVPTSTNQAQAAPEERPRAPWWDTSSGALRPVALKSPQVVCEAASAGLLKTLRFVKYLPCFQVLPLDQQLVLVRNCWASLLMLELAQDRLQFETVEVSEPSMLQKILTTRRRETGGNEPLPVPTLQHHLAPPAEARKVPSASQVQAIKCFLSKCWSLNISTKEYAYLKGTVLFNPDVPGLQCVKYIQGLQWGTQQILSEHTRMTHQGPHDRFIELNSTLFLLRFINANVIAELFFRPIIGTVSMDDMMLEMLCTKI
hgDAF12 agonist: H. glycines DAF-12 receptor agonists, primary screen, cell-based, luminescence, HEK293, GAL4 fusion, UAS-luciferase | Nuclear hormone receptor DAF-12 (Heterodera glycines), GAL4 fusion | HEK293 GAL4-hgDAF12 UAS-luciferase reporter, agonist luminescence; normalized to butyrate control | activation, % at 6.8 µM | hit rate 1.8% among 370,000;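 active means activation above a cutoff set at the mean of all screened compounds plus 3 SD, cut at about 10% in these data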;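 further: 0% = DMSO wells and 100% = sodium butyrate wells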
ADAM10 inh: human ADAM10 inhibitors, primary screen, biochemical, QFRET, HTS. Disintegrin and metalloproteinase domain-containing protein 10 (Homo sapiens), O14672. recombinant ADAM10, EDANS/DABCYL FRET peptide cleavage, 3 h. inhibition, % at 7 µM. hit rate 0.62% among 370,000;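 active means inhibition above a per-campaign cutoff equal to the mean of compounds falling between control-based bounds plus 3 SD, cut at about 20% in these data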;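 further: 0% = DMSO wells while the 100% control is not disclosed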
Target sequence (O14672 214-748 limits assumed): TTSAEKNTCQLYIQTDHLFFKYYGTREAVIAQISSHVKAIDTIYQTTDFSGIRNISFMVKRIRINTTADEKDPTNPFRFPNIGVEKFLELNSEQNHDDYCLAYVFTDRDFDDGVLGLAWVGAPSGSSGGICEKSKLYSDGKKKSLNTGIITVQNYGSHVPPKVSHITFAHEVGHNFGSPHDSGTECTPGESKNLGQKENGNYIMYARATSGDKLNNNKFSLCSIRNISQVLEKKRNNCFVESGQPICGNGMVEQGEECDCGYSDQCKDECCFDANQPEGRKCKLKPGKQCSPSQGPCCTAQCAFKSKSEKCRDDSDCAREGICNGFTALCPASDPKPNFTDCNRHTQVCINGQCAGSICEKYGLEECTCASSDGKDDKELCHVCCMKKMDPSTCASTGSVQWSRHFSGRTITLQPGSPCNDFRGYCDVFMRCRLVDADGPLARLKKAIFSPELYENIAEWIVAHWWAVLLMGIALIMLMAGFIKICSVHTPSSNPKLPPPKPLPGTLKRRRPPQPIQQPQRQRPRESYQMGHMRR
* = called active by the depositor.

CC(Sc1n[nH]c(-c2ccccc2)n1)C(=O)c1c(N)n(C)c(=O)n(C)c1=O (stereo not given) was read as PG9 binder -1.0, SMARCA2 act -1.4, hcDAF12 agonist -1.2, GC-A act 4.2, FXN GAA850 act 1.8, ADAM17 inh -2.6, ssDAF-12 act -1.2, DAX1 inh-1 0.1, DAX1 inh-2 0.6, hgDAF12 agonist 4.9 and ADAM10 inh -2.4.
`Nc1ccn([C@@H]2O[C@H](CNCc3cccc4c3sc3ccccc34)[C@@H](O)[C@H]2O)c(=O)n1` gave PG9 binder -1.3, SMARCA2 act -5.2, hcDAF12 agonist -1.4, GC-A act 0.4, FXN GAA850 act -2.5, ADAM17 inh -2.8, ssDAF-12 act -0.2, DAX1 inh-1 0.3, DAX1 inh-2 1.1, hgDAF12 agonist 2.3 and ADAM10 inh -1.8.
`Clc1ccc(-c2nc3cnccn3c2Nc2ccc3c(c2)OCO3)cc1` gave PG9 binder -1.6, SMARCA2 act 0.2, hcDAF12 agonist -0.6, GC-A act 40.9*, FXN GAA850 act -1.5, ADAM17 inh -2.7, ssDAF-12 act -1.6, DAX1 inh-1 -1.3, DAX1 inh-2 0.5, hgDAF12 agonist 2.8 and ADAM10 inh -7.0.
CC1(C)CCC[C@]2(C)[C@H]3Cc4cc(O)ccc4O[C@]3(C)CC[C@@H]12 was read as PG9 binder 0.6, SMARCA2 act -0.5, hcDAF12 agonist 2.1, GC-A act -0.5, FXN GAA850 act 3.0, ADAM17 inh -1.4, ssDAF-12 act 0.1, DAX1 inh-1 0.3, DAX1 inh-2 0.9, hgDAF12 agonist 1.8 and ADAM10 inh 4.1.
For C=CCNc1nc(-c2ccccc2)c(C(=O)OCC)cc1C#N the results were PG9 binder 0.7, SMARCA2 act 0.5, hcDAF12 agonist -0.7, GC-A act -1.6, FXN GAA850 act -2.9, ADAM17 inh -8.5, ssDAF-12 act -1.6, DAX1 inh-1 -1.5, DAX1 inh-2 -1.0, hgDAF12 agonist 0.2 and ADAM10 inh -18.5.
For Cc1nc2cc3c(cc2c(C)c1C(=O)OC(C)C)OCO3 the results were PG9 binder -1.0, SMARCA2 act 3.2, hcDAF12 agonist -1.2, GC-A act 2.6, FXN GAA850 act 3.2, ADAM17 inh -22.9, ssDAF-12 act -0.7, DAX1 inh-1 1.1, DAX1 inh-2 1.6, hgDAF12 agonist 5.9 and ADAM10 inh -69.8.
For Cc1nc2cc(NC(=O)C3(C)CCCN(C(C)C)C3)ccc2o1 (stereo not given) the results were PG9 binder 0.8, SMARCA2 act -0.5, hcDAF12 agonist 0.0, GC-A act 1.8, FXN GAA850 act 3.4, ADAM17 inh 0.8, ssDAF-12 act -1.4, DAX1 inh-1 -0.4, hgDAF12 agonist 5.0 and ADAM10 inh -2.9.
`CCN1C(=O)CSC1=NC1C2CC3CC(C2)CC1C3` (stereo not given) gave PG9 binder -1.5, SMARCA2 act -0.4, hcDAF12 agonist -1.6, GC-A act -4.1, FXN GAA850 act 0.1, ADAM17 inh 0.0, ssDAF-12 act -1.2, DAX1 inh-1 0.0, DAX1 inh-2 2.2, hgDAF12 agonist -0.8 and ADAM10 inh 4.4.
Screening O=C(NNC(=O)c1cc2ccccc2cc1O)NC1CCCCC1 returned PG9 binder -1.4, SMARCA2 act -1.3, hcDAF12 agonist 0.1, GC-A act 1.5, FXN GAA850 act 0.5, ADAM17 inh 0.1, ssDAF-12 act -0.8, DAX1 inh-1 0.2, DAX1 inh-2 -0.1, hgDAF12 agonist -0.4 and ADAM10 inh 4.0.
Screening Fc1ccc(COc2ccc(Br)cc2CNCC2CCCO2)cc1 (stereo not given) returned PG9 binder 0.4, SMARCA2 act -4.0, hcDAF12 agonist -1.2, GC-A act -36.1, FXN GAA850 act -3.3, ADAM17 inh 1.0, ssDAF-12 act -2.1, DAX1 inh-1 -0.7, DAX1 inh-2 0.9, hgDAF12 agonist 1.2 and ADAM10 inh -9.6.
Screening O=C(NCCN1CCCCC1)Nc1cccc(C(F)(F)F)c1 returned PG9 binder 2.2, SMARCA2 act -0.3, hcDAF12 agonist -0.8, GC-A act 3.8, FXN GAA850 act 1.7, ADAM17 inh 6.4, ssDAF-12 act -1.2, DAX1 inh-1 0.2, DAX1 inh-2 2.0, hgDAF12 agonist -2.9 and ADAM10 inh 2.2.
`CCOc1ccc(-n2c(SCC(=O)Nc3cccc4ccccc34)nnc2-c2ccco2)cc1` gave SMARCA2 act -4.9, hcDAF12 agonist -1.1, GC-A act 0.1, ADAM17 inh 4.0, ssDAF-12 act -2.1, DAX1 inh-1 -3.0, hgDAF12 agonist -1.1 and ADAM10 inh 4.0.
Screening COC(=O)c1cc(-c2ccc3ccccc3c2)c(=O)n2c1CCC2 returned SMARCA2 act -0.8, hcDAF12 agonist -0.8, GC-A act 6.2, ADAM17 inh -160.7, ssDAF-12 act -1.1, DAX1 inh-1 -1.7, hgDAF12 agonist -1.8 and ADAM10 inh inactive.
`O=S1(=O)CC(NCc2ccccc2)C(Nc2ccccc2)C1` (stereo not given) gave PG9 binder -0.8, SMARCA2 act -2.6, hcDAF12 agonist -1.6, GC-A act -0.9, FXN GAA850 act -0.7, ADAM17 inh -28.5, ssDAF-12 act -1.1, DAX1 inh-1 0.1, DAX1 inh-2 1.0, hgDAF12 agonist 0.0 and ADAM10 inh 5.8.
For C[C@H](CO)N1C[C@H](C)[C@@H](CN(C)S(C)(=O)=O)Oc2ccc(NC(=O)C3CC3)cc2C1=O the results were PG9 binder -2.1, SMARCA2 act -0.5, hcDAF12 agonist -1.3, GC-A act -2.7, FXN GAA850 act -2.4, ADAM17 inh -1.9, ssDAF-12 act -0.8, DAX1 inh-1 1.1, DAX1 inh-2 0.6, hgDAF12 agonist -0.1 and ADAM10 inh -4.4.
`C=CCN1C(=O)/C(=C\C(C)=C\c2ccccc2)SC1=S` gave PG9 binder -2.0, SMARCA2 act 1.3, hcDAF12 agonist 0.0, GC-A act 1.7, FXN GAA850 act 1.7, ADAM17 inh -7.3, ssDAF-12 act -0.4, DAX1 inh-1 -0.4, DAX1 inh-2 1.2, hgDAF12 agonist -1.2 and ADAM10 inh -8.9.
`COc1cc(NC(=O)COc2cccc(C)c2C)ccc1NC(=O)c1ccco1` gave PG9 binder 2.9, SMARCA2 act -4.6, hcDAF12 agonist 0.2, GC-A act -2.2, FXN GAA850 act 0.4, ADAM17 inh -14.1, ssDAF-12 act -1.9, DAX1 inh-1 -0.3, DAX1 inh-2 -0.6, hgDAF12 agonist 0.9 and ADAM10 inh -9.3.
`CC(C)CCN1CCN(Cc2cccn2-c2ccccn2)CC1CCO` (stereo not given) gave PG9 binder -2.0, SMARCA2 act -0.6, hcDAF12 agonist 2.4, GC-A act 3.0, FXN GAA850 act 4.5, ADAM17 inh -5.1, ssDAF-12 act -0.9, DAX1 inh-1 0.2, DAX1 inh-2 -1.8, hgDAF12 agonist 1.9 and ADAM10 inh -5.4.
Screening CN(C(=O)Cn1c(=O)oc2cc(S(=O)(=O)N3CCCC3)ccc21)C1CCCCC1 returned PG9 binder 0.6, SMARCA2 act -3.1, hcDAF12 agonist 1.9, GC-A act 6.2, FXN GAA850 act -1.7, ADAM17 inh -0.8, ssDAF-12 act -0.6, DAX1 inh-1 -0.2, DAX1 inh-2 -0.1, hgDAF12 agonist 4.0 and ADAM10 inh 3.6.
COc1ccc(-c2[nH]c(-c3cccc(OC)c3)nc2SCC(=O)NC2CCCC2)cc1 was read as PG9 binder 1.0, SMARCA2 act -3.4, hcDAF12 agonist -1.1, GC-A act -9.9, FXN GAA850 act -1.0, ADAM17 inh -53.4, ssDAF-12 act -1.7, DAX1 inh-1 -0.3, DAX1 inh-2 -0.5, hgDAF12 agonist -3.3 and ADAM10 inh -221.3.

The list goes on (2 carried over from the part before).
Screening CN(C(=O)Cn1c(=O)oc2cc(S(=O)(=O)N3CCCC3)ccc21)C1CCCCC1 returned PG9 binder 0.6, SMARCA2 act -3.1, hcDAF12 agonist 1.9, GC-A act 6.2, FXN GAA850 act -1.7, ADAM17 inh -0.8, ssDAF-12 act -0.6, DAX1 inh-1 -0.2, DAX1 inh-2 -0.1, hgDAF12 agonist 4.0 and ADAM10 inh 3.6.
COc1ccc(-c2[nH]c(-c3cccc(OC)c3)nc2SCC(=O)NC2CCCC2)cc1 was read as PG9 binder 1.0, SMARCA2 act -3.4, hcDAF12 agonist -1.1, GC-A act -9.9, FXN GAA850 act -1.0, ADAM17 inh -53.4, ssDAF-12 act -1.7, DAX1 inh-1 -0.3, DAX1 inh-2 -0.5, hgDAF12 agonist -3.3 and ADAM10 inh -221.3.
`CN1C[C@@H]2[C@@H]3C(=O)N(C)C(=O)[C@@H]3[C@](Cc3ccccc3)(C1=O)N2C(=O)c1ccc(F)cc1` gave PG9 binder -0.7, SMARCA2 act -0.3, hcDAF12 agonist -1.8, GC-A act 1.3, FXN GAA850 act 0.6, ADAM17 inh -3.0, ssDAF-12 act -1.3, DAX1 inh-1 0.2, DAX1 inh-2 1.6, hgDAF12 agonist -0.6 and ADAM10 inh -2.6.
For CN(C)c1cccc2c1c(NS(=O)(=O)c1cn(C)cn1)nn2C the results were PG9 binder -13.1, SMARCA2 act 0.1, hcDAF12 agonist -0.4, GC-A act -1.9, FXN GAA850 act -0.5, ADAM17 inh -2.4, ssDAF-12 act -0.7, DAX1 inh-1 -1.2, DAX1 inh-2 0.5, hgDAF12 agonist -0.1 and ADAM10 inh -5.3.
COC(=O)c1cc(NC(=O)C2COc3ccccc3O2)cc(C(=O)OC)c1 (stereo not given) was read as PG9 binder 1.4, SMARCA2 act -5.2, hcDAF12 agonist -1.4, GC-A act -5.2, FXN GAA850 act 0.5, ADAM17 inh -4.6, ssDAF-12 act -1.3, DAX1 inh-1 -0.2, DAX1 inh-2 0.8, hgDAF12 agonist 1.3 and ADAM10 inh -4.5.
Cc1ccc(C(=O)Nc2cccc(-c3cn4ccccc4n3)c2)cc1 was read as PG9 binder -2.5, SMARCA2 act 3.8, hcDAF12 agonist -1.7, GC-A act 0.4, FXN GAA850 act 4.7, ADAM17 inh 0.1, ssDAF-12 act -1.2, DAX1 inh-1 0.5, DAX1 inh-2 0.7, hgDAF12 agonist 9.4 and ADAM10 inh -2.7.
Screening Cc1ccc(SC[C@H](c2ccccc2)N2CCN(C)CCC2=O)cc1 returned PG9 binder -2.6, SMARCA2 act 3.4, hcDAF12 agonist 1.0, GC-A act 0.0, FXN GAA850 act 3.5, ADAM17 inh -5.2, ssDAF-12 act -0.8, DAX1 inh-1 0.9, DAX1 inh-2 1.8, hgDAF12 agonist 4.7 and ADAM10 inh 0.8.
